Compound activity from PubChem.
HUVEC tox TNFa: toxic to HUVEC cells under TNF alpha stimulation; 93,000 compounds, 0.17% hits; cell count reduction, % at 2 µM; HUVEC TNFalpha-stimulated, Hoechst cell count, imaging;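 active = cell count reduction exceeding the screen mean by over 5 SD, scaled to untreated wells per plate, cut at about 78% in these data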;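 also: cells counted after 24 h of TNF alpha exposure following the 1 h pretreatment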
sEH activator: increases human soluble epoxide hydrolase activity. P34913. purified human sEH enzymatic activity, activator screen. 91,000 compounds, 0.04% hits. AID 717. activation, % at 2 µM; in the data active = activation above about 37%; also: values of inactives mirror those of a sister screen read the other way
Target sequence (P34913 whole entry, looked up): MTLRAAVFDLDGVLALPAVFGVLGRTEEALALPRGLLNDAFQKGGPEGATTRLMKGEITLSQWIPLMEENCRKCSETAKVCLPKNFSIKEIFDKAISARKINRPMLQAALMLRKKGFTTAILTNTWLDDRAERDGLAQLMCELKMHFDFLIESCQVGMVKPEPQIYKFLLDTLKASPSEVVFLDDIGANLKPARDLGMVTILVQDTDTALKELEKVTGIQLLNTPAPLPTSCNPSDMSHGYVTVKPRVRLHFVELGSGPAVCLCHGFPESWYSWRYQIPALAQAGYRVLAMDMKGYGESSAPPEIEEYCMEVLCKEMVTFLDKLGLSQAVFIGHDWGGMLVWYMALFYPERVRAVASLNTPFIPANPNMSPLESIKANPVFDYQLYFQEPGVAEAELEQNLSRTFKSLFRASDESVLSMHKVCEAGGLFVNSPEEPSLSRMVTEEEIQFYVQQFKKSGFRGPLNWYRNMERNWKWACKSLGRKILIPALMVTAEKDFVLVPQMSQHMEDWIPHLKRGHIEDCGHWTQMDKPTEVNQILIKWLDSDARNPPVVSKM
ERb coact inh: blocks coactivator binding to human estrogen receptor beta. Q92731. TR-FRET ER-beta LBD / SRC1-Cy5 peptide binding; receptor agonist-loaded with 1 µM estradiol. 86,000 compounds, 1.3% hits. inhibition, % at 25.6 µM;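 active = compounds whose percent inhibition of the receptor-coactivator binding signal exceeds about 50% in the single-dose screen, limit read from the data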;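 also: 0% = receptor plus peptide wells without compound and 100% = peptide-only wells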
Target sequence (Q92731 whole entry, looked up, the tested form may be a part): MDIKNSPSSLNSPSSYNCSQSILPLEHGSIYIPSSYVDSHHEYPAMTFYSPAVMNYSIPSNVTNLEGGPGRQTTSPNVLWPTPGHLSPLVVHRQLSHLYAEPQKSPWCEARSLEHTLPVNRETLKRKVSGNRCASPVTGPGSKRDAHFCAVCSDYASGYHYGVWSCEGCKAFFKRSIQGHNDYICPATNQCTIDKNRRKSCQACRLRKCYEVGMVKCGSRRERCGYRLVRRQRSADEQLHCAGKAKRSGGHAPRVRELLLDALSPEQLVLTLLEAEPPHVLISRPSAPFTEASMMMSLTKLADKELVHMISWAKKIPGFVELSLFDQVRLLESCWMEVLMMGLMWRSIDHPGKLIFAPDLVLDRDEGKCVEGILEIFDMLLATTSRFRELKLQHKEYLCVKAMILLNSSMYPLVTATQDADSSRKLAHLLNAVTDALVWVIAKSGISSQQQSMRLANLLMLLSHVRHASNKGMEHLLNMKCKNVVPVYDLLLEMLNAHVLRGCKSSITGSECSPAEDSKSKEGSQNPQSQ
Smad3 inh: blocks human Smad3 binding to FoxH1 peptide. 88,000 compounds, 0.29% hits. TR-FRET Smad3/Dy647-FoxH1 peptide binding, europium anti-His. inhibition, % at 25 µM;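 active = compounds that reduce the energy-transfer binding signal between the protein and its labelled peptide by more than half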;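 also: 0% = Smad3 plus labelled peptide maximal FRET and 100% = peptide-only background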
VCAM1 TNFa inh: reduces TNF alpha induced VCAM1 expression in HUVEC; HUVEC TNFa-induced VCAM-1 immunofluorescence, high-content imaging; AID 802; inhibition, % at 2 µM; 95,000 compounds, 0.48% hits;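 active = inhibition above the batch mean plus 3 SD, with images confirmed as a hit by eye, cut at about 37% in these data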;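 also: 0% = TNF-stimulated DMSO wells and 100% = unstimulated control wells; not every result past the cut was called active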
sEH inhibitor: blocks human soluble epoxide hydrolase activity. P34913. recombinant human sEH enzymatic activity assay. inhibition, % at 2 µM. 91,000 compounds, 0.34% hits. AID 707; in the data active = inhibition above about 80%; also: values of inactives mirror those of a sister screen read the other way; many of its hits are not listed in these tables
cytoskel mod: modifiers of cytoskeleton assembly; HUVEC TNFa F-actin phalloidin imaging, high content; inhibition, % at 2 µM; 91,000 compounds, 0.18% hits; AID 836;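 active = inhibition above the batch mean plus 3 SD and confirmed as a hit by visual image inspection, cut at about 30% in these data, passing the limit was not always enough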; also: strong numbers were not always called active
Candida biofilm: kills Candida albicans biofilms; C. albicans biofilm + clotrimazole, Alamar Blue; inhibition, % at 6 µM; 85,000 compounds, 0.14% hits;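 active = inhibition above 20%; inactive = inhibition below 20%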;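 also: preformed 24 hr biofilms exposed to compound for 48 hr; 0% = biofilm without compound and 100% = blank killed by clotrimazole plus chlorhexidine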
HUVEC tox IL1B: toxic to HUVEC cells under IL-1B stimulation. HUVEC cell count loss, Hoechst imaging, IL-1B stimulated. cell count reduction, % at 2 µM. 94,000 compounds, 0.41% hits;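 active = cell count reduction more than 3 SD above the screen-wide mean, cut at about 70% in these data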;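 also: normalized per plate to untreated control cells as the no-loss baseline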
The depositor's hits bear a star; . = no result given; [ ] = dose if it differs, or a comment.

nr | Compound | Smad3 inh | VCAM1 TNFa inh | sEH inhibitor | cytoskel mod | Candida biofilm | HUVEC tox TNFa | ERb coact inh | HUVEC tox IL1B | sEH activator
1 | COCc1nnc(NC(=O)CCN2C(=O)c3ccccc3C2=O)s1 | 0 | 8 | 11 | 31 | 6 | -9 | -13 | -1 | -8
2 | COc1ccc(-c2nnc(SCC(=O)c3cc(C)n(Cc4cccs4)c3C)o2)cc1 | -46 | 10 | -7 | -9 | 4 | -22 | 38[fluorescence artefact?] | 3 | 4
3 | Cc1n[nH]c(C)c1S(=O)(=O)N1CCCC(C(=O)NCC2COc3ccccc3O2)C1 (stereo unspecified) | 7 | 4 | 23 | -9 | 2 | 28 | 5[fluorescence artefact?] | 3 | -21
4 | CCS(=O)(=O)Nc1ccc2c(c1)N(C(C)=O)c1ccccc1CC2 | 9 | -14 | -2 | -6 | 4 | -18 | 5 | -23 | 2
5 | O=S1(=O)C[C@@H](O)[C@@H](Nc2ccc(Cl)cc2)C1 | 5 | 7 | 8 | -7 | 2 | -4 | -6 | 0 | -8
6 | Cc1ccccc1NC(=O)CC1SC(=O)N(c2ccccc2)C1=O (stereo unspecified) | 6 | -2 | -11 | -16 | -3 | 2 | 17 | -6 | 9
7 | O=C(CSc1nc(-c2ccccc2)cc(C(F)(F)F)n1)NCc1ccco1 | 7 | 6 | 8 | 2 | 3 | -27 | 12 | -40 | -6
8 | CC1(C)N=C(SCC(=O)Nc2ccc(Cl)cc2Cl)C(c2ccccc2)=N1 | 4 | -15 | -2 | 6 | 5 | -9 | -2 | 3 | 2
9 | Cc1ccc(NC(=O)COn2nnc3ccc(S(=O)(=O)N(C)C)cc32)cc1F | 3 | -2 | 2 | 11 | -2 | -21 | -7 | -20 | -1
10 | Cc1c(/C(O)=C2\C(=O)C(=O)N(CCN(C)C)C2c2cccnc2)cnn1-c1ccccc1 (stereo unspecified) | 5 | -23 | 18 | -5 | 8 | -22 | -4[fluorescence artefact?] | -10 | -16
11 | CN(C)CCCN(C(=O)c1cccs1)c1nc(-c2ccccc2)cs1 | 3 | 18 | 5 | -35 | 2 | -18 | -4 | -5 | -5
12 | Cc1[nH]nc(-c2ccc(OCc3cnn(-c4ccccc4)c3)c(C)c2O)c1Oc1ccccc1 | . | 0 | -12 | 17 | . | -14 | . | 3 | 11
13 | CCCCC(=O)Nc1nc(C)c(C(C)=O)s1 | 9 | -1 | . | -18 | 3 | -26 | 0 | 11 | .
14 | CCOC(=O)c1c(-c2ccc(OC)cc2)nc2nonc2c1N | -10 | 5 | -4 | -8 | 1 | 6 | 2[fluorescence artefact?] | 2 | 5
15 | COc1cccc(N=Nc2c(N)[nH]n3c(=O)cc(-c4ccccc4)nc23)c1 | . | -5 | -14 | -3 | . | 13 | . | . | 14
16 | COC(=O)c1ccn(-c2nc(-c3ccco3)cc(C(F)(F)F)n2)n1 | 6 | 4 | 5 | 6 | 1 | -16 | -4 | -3 | -5
17 | COC(=O)c1sc2ccccc2c1-n1cccc1C(=O)C(=O)Nc1ccc(F)cc1 | . | -6 | -13 | -16 | . | -11 | . | 18 | 20
18 | Cc1ccc(S(=O)(=O)/N=C(\c2ccc(Cl)cc2)N2CCOCC2)cc1 | . | -9 | 2 | 3 | . | -16 | . | -11 | -2
19 | COC(=O)c1cc(OC)c(OC)cc1NC(=O)Nc1ccccc1OC | 6 | -3 | . | 13 | -3 | -24 | 0 | -35 | .
20 | CN(C)CCOC(C1CCCCC1)C1CCCCC1 | . | -1 | -17 | 5 | . | 6 | . | -9 | 19
21 | Cc1ccc(-c2csc(NC(=O)c3cccc([N+](=O)[O-])c3)n2)cc1 | . | 2 | 3 | -58 | . | 2 | . | -18 | 0
22 | COc1ccc(C2C(C(=O)c3cccs3)=C(O)C(=O)N2c2nncs2)cc1 (stereo unspecified) | 3 | -9 | . | -13 | 5 | 9 | 5 | 12 | .
23 | CN(C)c1nc(-c2ccc([N+](=O)[O-])cc2)cs1 | . | 28 | -26 | -6 | . | -1 | . | 15 | 30
24 | c1cncc(-c2nnc3sc(C4CCCCC4)nn23)c1 | 2 | -10 | 10 | -18 | 6 | -33 | 1[fluorescence artefact?] | -19 | -9
25 | COCCNC(=O)c1cc2c(=O)n3cccc(C)c3nc2n(Cc2ccncc2)c1=N | 3 | 14 | -12 | 10 | 6 | -40 | -4 | -12 | 11
26 | COC(=O)c1ccc(OC)c(CSc2nnc(-c3ccc(C(C)(C)C)cc3)o2)c1 | 10 | 0 | 7 | -3 | 8 | -19 | 2[fluorescence artefact?] | -12 | -6
27 | N/C(=N\OC(=O)c1cccc(F)c1)c1ccccc1 | . | 0 | 6 | 10 | . | -20 | . | 10 | -2
28 | CCOC(=O)c1c(C)nc2sc3c(=O)n(-c4ccc(C(C)=O)cc4)cnc3c2c1-c1ccc(OC)cc1 | . | -7 | -15 | 1 | . | 0 | . | 0 | 18
29 | O=C(O)C1CCCCC1C(=O)NCCCN1CCOCC1 (stereo unspecified) | -23 | 13 | -19 | -15 | -6 | -59 | 8[fluorescence artefact?] | 6 | 16
30 | CCc1ccc(C(=O)Cn2ncc(Cl)c(Cl)c2=O)cc1 | -4 | 16 | 1 | -8 | 7 | -13 | 52* | 5 | -2
31 | Cc1ccc(C)c(Nc2nc3nonc3nc2N2CCOCC2)c1 | . | 6 | -9 | 16 | . | -10 | . | -46 | 12
32 | COc1ccc(N2CSC3=C(C#N)C(c4ccc(OC)c(OC)c4)CC(=O)N3C2)c(OC)c1 (stereo unspecified) | 39 | 4 | 10 | 1 | 16 | -28 | 13 | -8 | -11
33 | O=C(c1ccco1)N1CCN(C(=O)C2CCN(S(=O)(=O)c3cccs3)CC2)CC1 | 6 | -2 | -10 | 37 | 6 | -18 | -8 | -8 | 9
34 | O=C(CN1CCN(c2ccccc2)CC1)Nc1ccccc1C(F)(F)F | 5 | . | 5 | . | 2 | . | 7 | -14 | -7
35 | CCOC(=O)CSC(CC)C(=O)Nc1nnc(C(C)C)s1 (stereo unspecified) | -18 | -8 | 2 | 0 | 12 | 4 | 31[fluorescence artefact?] | -17 | -3
36 | O=C(ON=C1CCSCC1)c1ccccc1 | . | -2 | 3 | -8 | . | -21 | . | 2 | 0
37 | O=C(NCC1CCCO1)C1CCC(=O)N1Cc1ccccc1Cl (stereo unspecified) | . | -6 | 9 | 8 | . | 13 | . | -109 | -12
38 | c1ccc(CN2CCOCC2)cc1 | -10 | 3 | -6 | -4 | -2 | -3 | 6 | 13 | 4
39 | CNC(=O)c1nc(C)n(-c2cc(Cl)ccc2Cl)n1 | . | 20 | 1 | -1 | . | 17 | . | -65 | 0
40 | COC(=O)C1C(=O)CC(C)(O)C(C(=O)OC)C1c1ccc2c(c1)OCO2 (stereo unspecified) | -3 | 15 | . | 12 | 2 | -30 | -5 | . | .
41 | FC(F)(F)c1cccc(N2CCN(C(=S)NC3CCCC3)CC2)c1 | . | -8 | -1 | -10 | . | -2 | . | -10 | 3
42 | Cc1cc(N2CCOCC2)ccc1/C=C1\SC(=O)N(C(C)C)C1=O | . | 14 | 3 | -38 | . | 11 | . | . | -4
43 | COc1ccc(S(=O)(=O)N2CCCN(S(=O)(=O)c3ccc(OC)c(C)c3)CC2)cc1C | 6 | 8 | 29 | 10 | 5 | -21 | -12 | -14 | -25
44 | CN(CC(=O)N1CC(=O)N(CCc2ccccc2)C(=O)C1)S(=O)(=O)c1cccc2nsnc12 | -17 | 5 | -5 | 11 | 2 | -30 | 3 | 4 | 5
45 | O=C(Cc1ccc(Cl)cc1)NCCCn1ccnc1 | . | 3 | 0 | 15 | . | -18 | . | -10 | 2
46 | CCOC(=O)N1CCC(NC(=O)c2ccc3c(c2)N(C)CCS3)CC1 | 4 | 0 | 16 | -2 | 10 | 23 | -7 | -23 | -16
47 | OC(CNCc1ccco1)Cn1c2ccccc2c2ccccc21 (stereo unspecified) | 1 | -17 | -29 | -2 | 4 | 27 | -2 | -20 | 27
48 | COc1cc(OC)c(-c2nc3cnccc3n2C)cc1OC | -1 | 7 | 5 | -2 | 6 | -24 | -32 | 30 | -2
49 | Cc1cccc(NC(=O)c2cccc(NS(=O)(=O)c3ccc(Cl)cc3)c2)c1 | . | -10 | 23 | -3 | . | -44 | . | -14 | -22
50 | CCOC(=O)c1c(NC(=O)Cn2nc(C(F)F)cc2C(F)F)sc(C)c1C | . | 4 | 11 | -6 | . | -17 | . | 14 | -9
51 | COC(=O)Cc1c(O)ccn(Cc2cccc3ccccc23)c1=O | . | -5 | 8 | 17 | . | -6 | . | -18 | -5
52 | Cn1ncc(Cl)c(Oc2ccccc2)c1=O | . | -31 | -6 | 12 | . | -11 | . | -84 | 4
53 | CC(C(=O)N1CC2(C)CC1CC(C)(C)C2)N1C(=O)c2ccccc2C1=O (stereo unspecified) | -3 | -6 | -24 | 5 | 4 | -28 | -6 | 6 | 22
54 | CCCc1ncc(C(=O)c2ccc(OC)cc2)n1C | 16 | 9 | 0 | 3 | 7 | 1 | -12[fluorescence artefact?] | 14 | -2
55 | CN(C)c1ccnc(NCc2ccccc2)c1C#N | . | -20 | -4 | 8 | . | -1 | . | -24 | 2
56 | CCn1c(SCC(=O)NCCc2ccccc2)nnc1-c1ccco1 | 1 | -4 | -12 | 1 | 4 | -5 | 14[fluorescence artefact?] | 3 | 10

More structures.
nr | Compound | Smad3 inh | VCAM1 TNFa inh | sEH inhibitor | cytoskel mod | Candida biofilm | HUVEC tox TNFa | ERb coact inh | HUVEC tox IL1B | sEH activator
57 | OC(Cn1nnc2ccccc21)Cn1c(C(F)(F)F)nc2ccccc21 (stereo unspecified) | 3 | -8 | 5 | -2 | -2 | -6 | -4 | -12 | -5
58 | COCCNC(=O)COc1ccc(Br)cc1Cl | -9 | -4 | -14 | 8 | 4 | -11 | -15 | 10 | 14
59 | CC(Sc1nc(-c2ccccc2)cc(C(F)(F)F)n1)C(=O)Nc1sc2c(c1C#N)CCC2 (stereo unspecified) | . | -2 | 1 | 19 | . | 3 | . | -22 | 1
60 | O=C(N/C(=C\c1cccc([N+](=O)[O-])c1)C(=O)N1CCCCC1)c1cccs1 | . | 6 | -7 | -8 | . | -32 | . | -15 | 6
61 | COc1ccccc1CNC(=O)c1nn(-c2ccc(C)cc2)c(=O)c2c1c1ccccc1n2C | 3 | 7 | -8 | -7 | 4 | -20 | 0 | 7 | 9
62 | Cc1cc(C(=O)OCC(=O)NC2CCCCC2)c(C)o1 | 4 | 16 | 14 | 4 | 6 | -25 | -8 | -6 | -12
63 | CCCCOC(=O)c1ccc(NC(=O)c2nn(C)cc2Br)cc1 | -2 | -31 | 6 | 1 | 8 | -19 | -8 | 16 | -3
64 | COc1ccc(Cl)cc1NC(=O)CN1C(=O)CCS(=O)(=O)c2ccccc21 | 5 | 3 | -12 | -11 | 3 | 8 | 1 | 8 | 14
65 | COc1ccccc1Nc1nc(N)nc(-c2cc3ccccc3o2)n1 | 7 | -4 | -15 | -11 | 6 | 10 | -6 | -5 | 18
66 | NC(=O)C1(N2CCCCC2)CCN(C2CC(=O)NC2=O)CC1 (stereo unspecified) | 2 | 4 | -10 | 5 | 7 | -10 | -20[fluorescence artefact?] | -12 | 14
67 | CCN1C(c2ccc(F)cc2)=CS/C1=C(\C#N)c1nnc2n1-c1ccccc1SC2 | -3 | -6 | -1 | -48 | -1 | 9 | -4 | 3 | 1

Only part of the results is shown; count on the stated rates, not on these rows.
